Screening results: PubChem, The Scripps Research Institute Molecular Screening Center
TbREL1 primary: TbREL1 inhibition, primary screen | AID 1117264 | inhibition, % at 9.66 µM | TbREL1 RNA ligation, FRET fluorescence | P86926 | 89,000 compounds, 0.49% hits;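 active = inhibition above the mean inhibition across all screened compounds plus 3 SD, cut at about 11% in these data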;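 note: 0% = plate median of test wells and 100% = NSC42067 control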
Target sequence (P86926 whole entry, looked up): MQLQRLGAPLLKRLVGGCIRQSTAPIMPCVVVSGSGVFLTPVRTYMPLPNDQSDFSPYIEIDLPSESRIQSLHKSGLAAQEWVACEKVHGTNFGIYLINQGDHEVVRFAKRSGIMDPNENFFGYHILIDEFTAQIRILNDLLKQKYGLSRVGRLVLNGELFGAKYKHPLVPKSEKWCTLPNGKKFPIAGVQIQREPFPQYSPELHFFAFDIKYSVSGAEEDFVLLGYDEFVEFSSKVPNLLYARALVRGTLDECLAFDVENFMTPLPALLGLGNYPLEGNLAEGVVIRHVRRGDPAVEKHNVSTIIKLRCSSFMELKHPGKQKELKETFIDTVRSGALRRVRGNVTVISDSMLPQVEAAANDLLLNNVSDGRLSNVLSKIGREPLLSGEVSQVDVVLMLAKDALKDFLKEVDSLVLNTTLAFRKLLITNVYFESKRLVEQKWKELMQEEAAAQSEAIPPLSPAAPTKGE
* = called active by the depositor. Some of the compounds tested, so the mix of outcomes need not match the whole.

`Cc1cc(Nc2ccccc2Br)n2nc(C)nc2n1` gave TbREL1 primary 1.3.
For Cc1csc(SCc2c(C(=O)O)oc3ccccc23)n1 the results were TbREL1 primary 0.9.
`O=C(NCCc1cccs1)C12CN(Cc3ccccc3)CC1C(c1cccc([N+](=O)[O-])c1)=NO2` (stereo unspecified) gave TbREL1 primary 0.8.
For CC(=O)N1CCN=C1SCc1ccc(Br)cc1 the results were TbREL1 primary 4.8.
For Cc1oc(-c2ccccc2F)nc1CSCC(=O)NC1CCCC1 the results were TbREL1 primary -0.1.
`C/C(=N/NC(=O)CCCOc1ccc(Cl)cc1Cl)c1ccc(C)o1` gave TbREL1 primary -2.5.
CCOC(=O)c1ccc(CC(=O)c2ccc(O)c(O)c2O)o1 was read as TbREL1 primary 35.0*.
Screening NC(=O)C1CCN(C(=O)c2ccc3c(=O)n(Cc4cccc(Br)c4)c(=S)[nH]c3c2)CC1 returned TbREL1 primary -4.4.
For CC(C)CNS(=O)(=O)c1ccc(CCC(=O)Nc2ccc3c(c2)OCO3)cc1 the results were TbREL1 primary -0.7.
For CC(C)(C)c1ccc(OCCNC(=S)Nc2ccccc2)cc1 the results were TbREL1 primary -6.2.
Screening CCN1CCN(S(=O)(=O)c2ccc(Cl)c(C(=O)NCCOc3ccc(C)cc3)c2)CC1 returned TbREL1 primary -2.1.
COc1ccc(OCC(=O)Nc2ccccc2C(=O)Nc2ccc(C(=O)O)cc2)cc1 was read as TbREL1 primary -1.6.
Screening CCCOc1ccc(/C(O)=C2/C(=O)C(=O)N(CCN(C)C)C2c2ccc(OC)c(OC)c2)cc1 (stereo unspecified) returned TbREL1 primary -3.3.
Screening C[C@H](CO)N1C[C@H](C)[C@@H](CN(C)S(=O)(=O)c2cn(C)cn2)Oc2ccc(NC(=O)Nc3ccccc3)cc2C1=O returned TbREL1 primary -2.4.
Screening Cc1cc(C)cc(NC(=O)C(OC(=O)c2cc[n+]([O-])cc2)c2ccccc2)c1 (stereo unspecified) returned TbREL1 primary -0.5.
CCOC(=O)/C(C#N)=C/c1cc(C)n(-c2ccccc2)c1C was read as TbREL1 primary -0.7.
For OC(c1ccccc1)(c1nc(/C=C/c2ccc(C(F)(F)F)cc2)cs1)C(F)(F)F (stereo unspecified) the results were TbREL1 primary 5.5.
Screening Cc1ccc(-c2[nH]ncc2C(=O)c2cccc(F)c2)c(O)c1 returned TbREL1 primary 4.8.
`O=C(OCC#CCSc1nnc(-c2cccc3ccccc23)o1)c1ccc(F)c(F)c1` gave TbREL1 primary 5.3.
Screening CCN(CC(=O)Nc1ccc(S(=O)(=O)N2CCOCC2)cc1)Cc1ccccc1 returned TbREL1 primary -1.2.
For Cc1ccc(C(=O)Nc2ccc3[nH]c(=O)[nH]c3c2)c(C)c1 the results were TbREL1 primary 1.4.
Screening CN(C)S(=O)(=O)c1cccc(NC(=O)CNCc2ccccn2)c1 returned TbREL1 primary 7.1.
`Cc1ccc(C(=O)N2CCOCC2)cc1[N+](=O)[O-]` gave TbREL1 primary -0.1.
For COc1ccc(C(CNC(=O)c2cc(C)oc2C)N2CCOCC2)cc1 (stereo unspecified) the results were TbREL1 primary 5.8.
For Cc1nn(C)cc1C(C(=O)NC1CCCCC1)N(C(=O)Cc1cccs1)c1ccc(C(C)C)cc1 (stereo unspecified) the results were TbREL1 primary 0.4.
Screening Cc1cccc(NC(=O)CN(C)C(=O)c2ccc(N3CCCCCC3)c([N+](=O)[O-])c2)c1C returned TbREL1 primary -1.9.
`CCCn1c2c(c(O)c(C(=O)Nc3ccc(OCC)cc3)c1=O)CCCC2` gave TbREL1 primary -0.7.
`COc1cccc2cc(C(C)N(CCCN3CCOCC3)C(=S)Nc3cccc(C)c3C)oc12` (stereo unspecified) gave TbREL1 primary -8.4.
`O=C1NCCCC2c3c(cc(Br)c(O)c3Br)OC12N1CCOCC1` (stereo unspecified) gave TbREL1 primary 3.1.
For COC(=O)C1=NN(C(C)=O)C2(CC(=O)N(c3cccc(C)c3)C2=O)C1 (stereo unspecified) the results were TbREL1 primary 5.5.
`Cc1cc(C(F)F)nn1CC(=O)NC1CCCCCC1` gave TbREL1 primary -3.0.
COc1ccc(-c2sc(Nc3cccc4ccccc34)n[n+]2C)c(C)c1C was read as TbREL1 primary 1.7.
For COc1ccc(C(=O)c2c(C)oc3ccc(O)c(CN4CCOCC4)c23)cc1 the results were TbREL1 primary 6.4.
Cc1ccc(C2CC(c3ccc(F)cc3)Nc3nc(N)nn32)cc1 (stereo unspecified) was read as TbREL1 primary 4.2.
COCCN1CCN(c2cc(-c3ccccc3)nc3cc(-c4cccc(F)c4)nn23)CC1 was read as TbREL1 primary 1.2.
COc1ccc(CCNC(=O)c2oc3ccc(OC)cc3c2C)cc1 was read as TbREL1 primary 0.6.
CC(C)C(=O)Nc1cccc(COc2ccccc2CN(Cc2ccccc2)C(=O)OC(C)(C)C)c1 was read as TbREL1 primary 0.8.
Screening O=C(O)CCC(=O)N1CCc2cc(S(=O)(=O)NCc3cccs3)ccc21 returned TbREL1 primary 1.9.
`O=C(CCN1CCC(c2ccc(Cl)s2)=N1)c1ccc(Cl)s1` gave TbREL1 primary 3.9.
CCCc1cc(=O)n2[nH]c(NC(=O)c3ccco3)nc2n1 was read as TbREL1 primary -1.4.
`Cc1ccccc1S(=O)(=O)/N=C(/c1ccccc1)N(C)C` gave TbREL1 primary 2.2.
For Cn1c(Cn2c(=O)sc3ccccc32)nnc1SCC(=O)N1CCOCC1 the results were TbREL1 primary -0.3.
`O=C(Nn1c(-c2ccncc2)nc2ccccc2c1=O)c1ccccc1Br` gave TbREL1 primary 6.0.
`Nc1ncnc2c1C1(CCCCC1)Cc1ccccc1-2` gave TbREL1 primary 0.1.
`O=C1C(=O)N(CCN2CCOCC2)C(c2ccncc2)/C1=C(/O)c1ccc2c(c1)OCO2` (stereo unspecified) gave TbREL1 primary 1.1.
Screening COc1cc(C(=O)NCc2ccncc2)cc(Br)c1OCc1ccccc1 returned TbREL1 primary -2.5.
`O=C1NC(=O)C(Cc2ccccc2)(c2ccccc2)N1` (stereo unspecified) gave TbREL1 primary 7.7.
Oc1ccc(C[C@H]2CN([C@@H](Cc3cccc(O)c3)CN3CCC[C@@H]3CN3C(=S)NC[C@@H]3Cc3ccccc3)C(=S)N2CC2CCCCC2)cc1 was read as TbREL1 primary -2.3.

Entries above that have a furan ring, fused or not (eight):
For Cc1csc(SCc2c(C(=O)O)oc3ccccc23)n1 the results were TbREL1 primary 0.9.
`C/C(=N/NC(=O)CCCOc1ccc(Cl)cc1Cl)c1ccc(C)o1` gave TbREL1 primary -2.5.
CCOC(=O)c1ccc(CC(=O)c2ccc(O)c(O)c2O)o1 was read as TbREL1 primary 35.0*.
For COc1ccc(C(CNC(=O)c2cc(C)oc2C)N2CCOCC2)cc1 (stereo unspecified) the results were TbREL1 primary 5.8.
`COc1cccc2cc(C(C)N(CCCN3CCOCC3)C(=S)Nc3cccc(C)c3C)oc12` (stereo unspecified) gave TbREL1 primary -8.4.
For COc1ccc(C(=O)c2c(C)oc3ccc(O)c(CN4CCOCC4)c23)cc1 the results were TbREL1 primary 6.4.
COc1ccc(CCNC(=O)c2oc3ccc(OC)cc3c2C)cc1 was read as TbREL1 primary 0.6.
CCCc1cc(=O)n2[nH]c(NC(=O)c3ccco3)nc2n1 was read as TbREL1 primary -1.4.

More records
`Cn1c(CC(=O)Nc2ccccc2F)nnc1SCC(=O)Nc1nccs1` gave TbREL1 primary 0.8.
COc1ccc(C(=O)N/N=C(\N)c2cc3ccccc3oc2=O)cc1 was read as TbREL1 primary -0.1.
Screening COc1cc(C2CC(=O)Oc3c(C(CCN4CCCC(C)C4)c4ccc(N(C)C)cc4)c(OC)cc(OC)c32)cc(OC)c1OC (stereo unspecified) returned TbREL1 primary -6.2.
For COCCN1C2=C(COC(C)(C)C2)C(=S)NC1c1ccccc1 (stereo unspecified) the results were TbREL1 primary -6.1.
O=S(=O)(N[C@H]1C[C@@H](NS(=O)(=O)OCC(Cl)(Cl)Cl)C2CCCCC21)OCC(Cl)(Cl)Cl (stereo partly specified) was read as TbREL1 primary 2.4.
For COc1ccc(-c2ccc(CN3C(C(C)C)C(=O)N(Cc4cn(CCC5OCCCO5)nn4)CCS3(=O)=O)cc2)cc1OC (stereo unspecified) the results were TbREL1 primary -0.8.
`O=C(NCCc1ccccc1)C1CCCN1S(=O)(=O)c1ccccc1` (stereo unspecified) gave TbREL1 primary -0.8.
COC(=O)C1=CN(c2ccc(C(C)(C)C)cc2)C(N)=C(C#N)C1c1cccc2ccccc12 (stereo unspecified) was read as TbREL1 primary -3.1.
For CCOC(=O)N1CCN(c2nc3c(C)cccn3c(=O)c2C=O)CC1 the results were TbREL1 primary -3.4.
For CC(C)=CCC(C)(C)CNC(=O)NC1CCCCC1 the results were TbREL1 primary -0.8.
For O=C1c2cc([N+](=O)[O-])ccc2-c2ncccc21 the results were TbREL1 primary 1.0.
CCCCCn1c(=O)c(Cc2ccccc2)c(O)c2ccccc21 was read as TbREL1 primary -3.8.

The last 2 compounds of the section above are carried over, then new ones follow:
For O=C1c2cc([N+](=O)[O-])ccc2-c2ncccc21 the results were TbREL1 primary 1.0.
CCCCCn1c(=O)c(Cc2ccccc2)c(O)c2ccccc21 was read as TbREL1 primary -3.8.
Screening COc1cccc(CN2CCN(S(=O)(=O)c3ccc(NC(C)=O)cc3)CC2)c1OC returned TbREL1 primary 2.9.
For CSc1sc(C(=O)Nc2ccc(F)cc2F)c2c1C=CCC2 the results were TbREL1 primary -1.6.
C=CCC(C(=O)Oc1c(C(C)(C)C)cc(C)cc1C(C)(C)C)c1ccccc1 (stereo unspecified) was read as TbREL1 primary 5.5.
For Cc1ccc(NC(=O)CN(C)Cc2ccc(F)cc2)c([N+](=O)[O-])c1 the results were TbREL1 primary -0.2.
`COc1ccc(CC(=O)OCC(=O)NCC2CCCO2)cc1OC` (stereo unspecified) gave TbREL1 primary 2.0.
Cc1cc(C(F)(F)F)nc(NCc2ccc(F)cc2)n1 was read as TbREL1 primary 0.1.
For CCOC(=O)N1CCN(C(=O)CSc2nnc(-c3ccccc3OC)o2)CC1 the results were TbREL1 primary -1.4.
For O=S(=O)(Nc1ccc2c(c1)nc1n2CCN(Cc2ccccc2)C1)c1ccccc1 the results were TbREL1 primary 3.6.
For O=C(OCCN1CCOCC1)c1ccc(Cl)cc1Cl the results were TbREL1 primary -2.0.
CCOC(=O)C1=CCN(S(=O)(=O)c2ccccc2Cl)C1c1cccc(Cl)c1 (stereo unspecified) was read as TbREL1 primary 0.0.
Screening CCOc1ccc(NS(=O)(=O)c2ccc(C(=O)N3CC(C)OC(C)C3)cc2)cc1 (stereo unspecified) returned TbREL1 primary -3.5.
`CCN(CC(=O)Nc1ccccc1C(F)(F)F)C(=O)C1CCC1` gave TbREL1 primary 0.4.
`COC(=O)C1=C(C(=O)OC)[C@@H]2N(Cc3ccccc3)c3ccccc3[C@@]23C[C@@H](C(=O)OC)N=C3N1` gave TbREL1 primary -1.1.
`Cc1cc(C)c(C#N)c(SCC(=O)NC2CC2)n1` gave TbREL1 primary -0.5.
Cc1nnc(SCCOC(N)=O)n1C was read as TbREL1 primary 2.3.
Cc1ccc(C(=O)NC(Cc2cccc(F)c2)C(=O)O)cc1 (stereo unspecified) was read as TbREL1 primary 1.9.
`Cc1[nH]c2ccc(C(=O)Nc3ccncc3)cc2c1C` gave TbREL1 primary 0.1.
For O=C(NC(=S)Nc1ccccc1)c1cccs1 the results were TbREL1 primary -1.6.
`COc1ccc(CNC(=O)[C@H](Cc2ccccc2)NC(=O)C2CCNCC2)cc1` gave TbREL1 primary 2.0.
CC(=O)Nc1ccc(NCCc2cccs2)cc1 was read as TbREL1 primary -4.5.
COc1ccc(-c2nc3c(c(SCC(=O)N4CCOCC4)n2)COC(C)(C)C3)cc1 was read as TbREL1 primary -1.5.
COCC(=O)N1CCC(C(=O)NCC2COc3ccccc3O2)CC1 (stereo unspecified) was read as TbREL1 primary 0.0.
For CCOc1ccc(NC(=O)C2CCCN(S(=O)(=O)c3c(C)n[nH]c3C)C2)cc1 (stereo unspecified) the results were TbREL1 primary 2.4.
For COc1ccccc1NC(=O)NCC1(N(C)C)CCCCC1 the results were TbREL1 primary 1.6.
For Cn1nc(-c2ccc(Cl)cc2)c2cc(C(=O)NCCCN3CCCC3)sc21 the results were TbREL1 primary 2.8.
`Cc1ccc(-c2nnn(CC(=O)N3CCCc4ccccc43)n2)cc1` gave TbREL1 primary 1.7.
`Nc1nc2n(n1)C(c1ccco1)CC(c1ccc(Cl)c(Cl)c1)N2` (stereo unspecified) gave TbREL1 primary -2.6.
Screening CC(C)C[C@H](NC1(C(=O)NC2CCCCC2)CCN(C)CC1)C(=O)NCC(c1ccccc1)c1ccccc1 returned TbREL1 primary 17.3*.
Cc1ccc(C)c(C(=O)CC2(O)C(=O)Nc3ccccc32)c1 (stereo unspecified) was read as TbREL1 primary 2.8.
Screening O=C(NCCS(=O)(=O)NCc1ccc(Cl)cc1)c1ccccc1 returned TbREL1 primary 2.9.
Screening O=C(NCCC1=CCCCC1)c1ccc(CN2CCOCC2)cc1 returned TbREL1 primary -1.4.
CC(=O)c1ccc(OCC(O)CN2CCC(C)CC2)cc1 (stereo unspecified) was read as TbREL1 primary 0.0.
O=C(/C=C\c1ccccc1[N+](=O)[O-])Nc1ccccc1 was read as TbREL1 primary 12.1*.
CCN(C[C@H]1N[C@@](C)(C(=O)OC)[C@H]2C(=O)N(Cc3ccccc3)C(=O)[C@@H]12)S(=O)(=O)c1ccc(F)cc1 was read as TbREL1 primary 6.0.
COc1ccc(NS(=O)(=O)c2ccc(NS(=O)(=O)c3cccs3)cc2)c(OC)c1 was read as TbREL1 primary 0.1.
Screening CC1CCCC(NC(=O)COC(=O)c2cccs2)C1C (stereo unspecified) returned TbREL1 primary 0.4.
Screening COc1ccc(NC(=O)N2CCCC(C(=O)NCc3ccccc3F)C2)cc1 (stereo unspecified) returned TbREL1 primary 4.1.
